Screens as filed in PubChem.
KCNK3 inh: human KCNK3 channel inhibition, primary screen. CHO-KCNK3 thallium flux, FluxOR fluorescence; hits give low values. B-score at 10 µM. hit rate 0.84% among 340,000;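 active means B-score under library mean minus 4 SD, starting fluorescence ratio at most library mean plus 5 SD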;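 further: more negative B-score means stronger inhibition of thallium flux through KCNK3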
Dyrk1A ADPGlo: Dyrk1A (rat) kinase inhibition. Q63470. ADP-Glo luminescence, NFATc1 peptide. inhibition, % at 12.5 µM. hit rate 0.43% among 310,000. AID 504441; in the data active means inhibition above about 50%;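 further: plate controls were vehicle with enzyme for no effect and no enzyme for full effect; many of its hits are not listed in these tables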
GSK3 alpha inh: blocks human GSK-3 alpha kinase; P49840; ADP-Glo luminescence, 60 min; inhibition, % at 10 µM; hit rate 0.1% among 320,000; AID 2650;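 in the data active means inhibition above about 50%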;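 further: GST-tagged GSK-3 alpha with peptide substrate and 25 µM ATP; 0% = DMSO neutral wells and 100% = GW8510 positive control wells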
hERG protect: shields human hERG channel from block by proarrhythmic agents. Q12809. CHO-hERG, FluxOR thallium flux, dofetilide IC70 present. activation (rescue from dofetilide block), less the hit threshold, % at 10 µM. hit rate 0.51% among 310,000. AID 1511;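 active means activation above the mean of controls blocked by dofetilide plus 5 SD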;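 further: thallium influx through hERG after potassium depolarization seen as dye fluorescence rise; in these data hits start at about 4.7%; inactives centre near -7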
GSK3B inh: human GSK3beta kinase inhibition | P49841 | GST-GSK3beta kinase, ADP-Glo luminescence, 60 min; hits give low values | activity score (negative = inhibition), % at 10 µM | hit rate 0.038% among 300,000 | AID 2097;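 active means more than half of replicate wells score below -50%, meaning over 50% inhibition versus plate controls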;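 further: 0% = median DMSO wells and -100% = median GW8510 positive control wells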
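Assay system: GST-fused GSK3beta enzyme, cell-free / Medium: Tris pH 7.5 buffer with MgCl2, DTT, BSA, heparin / Also added: peptide substrate plus 25 µM ATP (final) / Compound: 10 µM single point / Timing: kinase reaction with compound 60 min at room temperature / Detection: ADP-Glo luminescence / Benchmarks: DMSO neutral wells and GW8510 at 20 µM as positive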
KCNQ1 block: human KCNQ1 channel inhibition | P51787 | CHO-K1 KCNQ1, FluxOR thallium flux fluorescence; hits give high values | B-score at 10 µM | hit rate 1.3% among 310,000 | AID 2642;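 active means compounds whose thallium flux B-score, printed positive for inhibition, exceeds three library SD while starting fluorescence stays within three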;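 further: channel opened by potassium depolarization with thallium stimulus after 20 min compound exposure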
Target sequence (P51787 whole entry, looked up): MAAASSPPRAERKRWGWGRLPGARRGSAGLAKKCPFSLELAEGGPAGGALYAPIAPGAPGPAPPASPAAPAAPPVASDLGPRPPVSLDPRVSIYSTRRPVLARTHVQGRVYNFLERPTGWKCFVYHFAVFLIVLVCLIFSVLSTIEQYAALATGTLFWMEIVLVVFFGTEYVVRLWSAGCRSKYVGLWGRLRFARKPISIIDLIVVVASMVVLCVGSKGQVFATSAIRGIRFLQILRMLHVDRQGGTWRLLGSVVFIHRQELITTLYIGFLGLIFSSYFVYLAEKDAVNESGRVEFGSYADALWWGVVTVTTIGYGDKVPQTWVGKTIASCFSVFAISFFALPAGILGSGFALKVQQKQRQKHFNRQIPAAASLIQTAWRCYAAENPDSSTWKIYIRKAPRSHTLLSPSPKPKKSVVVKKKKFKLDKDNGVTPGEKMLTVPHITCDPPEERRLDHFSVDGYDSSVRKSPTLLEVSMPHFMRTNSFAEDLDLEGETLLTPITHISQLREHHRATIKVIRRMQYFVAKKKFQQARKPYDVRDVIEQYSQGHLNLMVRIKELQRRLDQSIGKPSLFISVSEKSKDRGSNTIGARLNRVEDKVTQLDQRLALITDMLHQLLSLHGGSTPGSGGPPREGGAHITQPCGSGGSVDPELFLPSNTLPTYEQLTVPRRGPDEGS
KCNK9 inh: inhibitors of human KCNK9 two-pore domain potassium channel; Q9NPC2; hit rate 1.2% among 310,000; B-score at 10 µM; HEK293 KCNK9, FluxOR thallium flux fluorescence; hits give low values;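 active means ratio B-score over 3 SD below the library mean, with starting fluorescence within 5 SD of its mean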;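 further: negative B-score means less thallium flux so channel inhibition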
KCNQ1 pot: potentiates or activates the human KCNQ1 potassium channel. P51787. CHO-K1 KCNQ1, thallium flux FluxOR fluorescence; hits give high values. B-score at 10 µM. hit rate 0.35% among 310,000. AID 2648;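 active means fluorescence ratio B-score, a plate-corrected score, at least three library SD, with initial intensity B-score within 5 SD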
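Assay system: stable KCNQ1 CHO-K1 line; medium: assay buffer, equal DMSO in all wells; timing: 90 min dye loading and 20 min compound exposure, both at room temperature; technique: kinetic FluxOR thallium fluorescence, 10-s 1-Hz baseline, 110-s post-stimulus read; read-out basis: B score of baseline-normalized fluorescence ratio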
RGS4 act: RGS4 potentiation or activation; HEK293 M3R/inducible RGS4, carbachol calcium flux Fluo4; hits give low values; B-score at 10 µM; hit rate 0.92% among 310,000; AID 463111;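 active means B-score of the integrated calcium signal more than 4 SD below the library mean, with starting fluorescence not abnormally high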;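 further: negative B-score means reduced calcium response which marks RGS4 activation or potentiation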
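Material: Inducible-RGS4 HEK293 cells carrying M3 receptor; also added: carbachol at ECmax as muscarinic agonist stimulus; incubation: compound preincubation 20 min at room temperature before agonist; signal: Fluo4-AM (2 µM) calcium-flux fluorescence, kinetic read; measure: integrated calcium ratio converted to B score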
HDAC3 inhib: blocks human histone deacetylase 3; O15379; hit rate 0.15% among 320,000; AID 2718; recombinant HDAC3, fluorogenic peptide/trypsin coupled, fluorescence; inhibition, % at 8.3 µM; in the data active means inhibition above about 26%, passing the limit was not always enough
PolyA inh: blocks polyadenylation in yeast reporter cells | hit rate 0.02% among 300,000 | S. cerevisiae SKY197-pL101 polyadenylation reporter, beta-gal luminescence; efflux-impaired pdr1/pdr3 knockout yeast; score 100 = 6 SD above DMSO | calls only at 12 µM;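 active means lowest replicate activity score at least 50, where 100 means six control SD above control mean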;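 further: yeast exposed to compound for 9 h at 30 °C; higher score means more reporter readthrough which indicates perturbed polyadenylation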
An asterisk follows results filed as active; i = inactive; nt = not tested or not shown. This is a subset (hit frequency here may not be typical).

| no. | Compound | Dyrk1A ADPGlo | KCNQ1 block | GSK3 alpha inh | PolyA inh | hERG protect | KCNQ1 pot |
| --- | --- | --- | --- | --- | --- | --- | --- |
| 1 | O=C(c1cccc(N2CCCC2=O)c1)N1CCN(c2cccc(Cl)c2)CC1 | -2 | i | -1 | i | -5 | i |
| 2 | CCC(OC(=O)CN1C(=O)c2ccccc2C1=O)C(=O)NC1CCCC1 (centres undefined) | 0 | i | -2 | i | 0 | i |
| 3 | COc1ccc2c(c1)c(N=O)c(O)n2C | 21 | i | -2 | i | -8 | i |
| 4 | O=C1CCCN1CCCNS(=O)(=O)c1ccccc1 | nt | i | 2 | i | -6 | i |
| 5 | COCCN(C(=O)c1snc(C(N)=O)c1N)C(C(=O)NC1CCCCC1)c1ccc(F)cc1 (centres undefined) | 8 | i | -2 | i | -7 | i |
| 6 | CCCCCc1c(C)[nH]c2nc3ccccc3n2c1=O | -4 | i | 0 | nt | 1 | i |
| 7 | CC(C)(C)NC(=O)NC12CC3CC(CC(C3)C1)C2 | 6 | i | -4 | i | -4 | i |
| 8 | CC1(C)Cc2c(sc3ncn4nc(-c5ccco5)nc4c23)CO1 | 0 | i | -4 | i | -8 | i |

| no. | RGS4 act | HDAC3 inhib | KCNK9 inh | GSK3B inh | KCNK3 inh |
| --- | --- | --- | --- | --- | --- |
| 1 | i | 2 | i | 3 | i |
| 2 | i | 0 | i | 1 | i |
| 3 | i | -5 | i | -2 | i |
| 4 | i | 9 | i | -4 | i |
| 5 | i | -1 | i | 0 | i |
| 6 | i | -2 | i | 0 | i |
| 7 | i | -10 | i | 5 | i |
| 8 | i | -2 | i | 1 | i |

(continued)
| no. | Compound | Dyrk1A ADPGlo | KCNQ1 block | GSK3 alpha inh | PolyA inh | hERG protect | KCNQ1 pot |
| --- | --- | --- | --- | --- | --- | --- | --- |
| 9 | O=C(COC(=O)c1ccc2c(c1)C(=O)N(Cc1ccco1)C2=O)NCC(F)(F)F | 4 | i | -4 | i | -8 | i |
| 10 | O=C(NCCS(=O)(=O)N1CCN(c2ccccc2F)CC1)c1ccc(Br)cc1 | 4 | i | 4 | i | -5 | i |
| 11 | O=C(O)Cc1ccc(N=Cc2c(O)ccc3ccccc23)cc1 | -1 | i | 2 | i | -11 | i |
| 12 | CSc1ccccc1C(=O)Nc1cc(C)cc(C)c1 | -11 | i | 0 | i | -10 | i |
| 13 | COC(=O)C1=C(C)Nc2nnnn2C1c1ccc(Cl)cc1Cl (centres undefined) | 3 | i | 5 | i | -5 | 18* |
| 14 | COc1ccc(CNc2nc(-c3ccccc3)nc3ccccc23)cc1OC | 6 | i | 1 | i | -6 | i |
| 15 | COc1cccc(CNC(=O)C2CCN(S(=O)(=O)c3ccc(F)cc3)CC2)c1 | 4 | i | nt | i | 0 | i |
| 16 | O=[N+]([O-])c1ccccc1/C=N\Nc1nccs1 | -3 | i | 1 | i | -8 | i |

| no. | RGS4 act | HDAC3 inhib | KCNK9 inh | GSK3B inh | KCNK3 inh |
| --- | --- | --- | --- | --- | --- |
| 9 | i | 4 | i | nt | i |
| 10 | i | -4 | i | 2 | i |
| 11 | i | -4 | i | 0 | i |
| 12 | i | -1 | i | 0 | i |
| 13 | i | 3 | i | 3 | i |
| 14 | i | 4 | i | 4 | -17* |
| 15 | i | nt | i | 1 | i |
| 16 | i | 3 | i | nt | i |

Some of the entries above, set out differently.
nr	compound	Dyrk1A ADPGlo	KCNQ1 block	GSK3 alpha inh	PolyA inh	hERG protect	KCNQ1 pot	RGS4 act	HDAC3 inhib	KCNK9 inh	GSK3B inh	KCNK3 inh
16	O=[N+]([O-])c1ccccc1/C=N\Nc1nccs1	-3	i	1	i	-8	i	i	3	i	nt	i
14	COc1ccc(CNc2nc(-c3ccccc3)nc3ccccc23)cc1OC	6	i	1	i	-6	i	i	4	i	4	-17*
12	CSc1ccccc1C(=O)Nc1cc(C)cc(C)c1	-11	i	0	i	-10	i	i	-1	i	0	i
9	O=C(COC(=O)c1ccc2c(c1)C(=O)N(Cc1ccco1)C2=O)NCC(F)(F)F	4	i	-4	i	-8	i	i	4	i	nt	i

Continued:
| no. | Compound | Dyrk1A ADPGlo | KCNQ1 block | GSK3 alpha inh | PolyA inh | hERG protect | KCNQ1 pot |
| --- | --- | --- | --- | --- | --- | --- | --- |
| 17 | CCCCCn1cnc2c(sc3nc4c(cc32)CSC(C)(C)C4)c1=O | 3 | i | 1 | i | -5 | i |
| 18 | Cc1nnc(Nc2ccccc2F)s1 | 3 | i | 0 | i | 0 | i |
| 19 | Cc1nnc(SCC(=O)Nc2cc(-c3cc(C)c(C)cc3C)nn2-c2ccccc2)s1 | -4 | i | -6 | i | -5 | i |
| 20 | Cc1ccc(C)c(-c2nnc(NC(=O)Cc3ccc(F)cc3)o2)c1 | -5 | i | 1 | i | -6 | i |

| no. | RGS4 act | HDAC3 inhib | KCNK9 inh | GSK3B inh | KCNK3 inh |
| --- | --- | --- | --- | --- | --- |
| 17 | i | -2 | i | 0 | i |
| 18 | i | 2 | i | -3 | i |
| 19 | i | 7 | i | 1 | i |
| 20 | i | 1 | i | 1 | i |

3 entries from above, sorted by length of the SMILES, falling:
| no. | Compound | Dyrk1A ADPGlo | KCNQ1 block | GSK3 alpha inh | PolyA inh | hERG protect | KCNQ1 pot |
| --- | --- | --- | --- | --- | --- | --- | --- |
| 2 | CCC(OC(=O)CN1C(=O)c2ccccc2C1=O)C(=O)NC1CCCC1 (centres undefined) | 0 | i | -2 | i | 0 | i |
| 8 | CC1(C)Cc2c(sc3ncn4nc(-c5ccco5)nc4c23)CO1 | 0 | i | -4 | i | -8 | i |
| 13 | COC(=O)C1=C(C)Nc2nnnn2C1c1ccc(Cl)cc1Cl (centres undefined) | 3 | i | 5 | i | -5 | 18* |

| no. | RGS4 act | HDAC3 inhib | KCNK9 inh | GSK3B inh | KCNK3 inh |
| --- | --- | --- | --- | --- | --- |
| 2 | i | 0 | i | 1 | i |
| 8 | i | -2 | i | 1 | i |
| 13 | i | 3 | i | 3 | i |
